# GLP-1R agonist – qHTS of GLP-1 Receptor Agonists; Glucagon-like peptide 1 receptor (Homo sapiens), P43220; HEK293 GLP-1R CRE-luciferase, luminescence, 4-6 h; cells express a hypersensitive GLP-1R form; Potency, µM (top dose mostly 45.6 µM), for inactives: top-dose activation, most hits filed as activators; hit rate 0.007% among 380,000; also: % of control where 0% means no effect
# Target sequence (P43220 whole entry, looked up): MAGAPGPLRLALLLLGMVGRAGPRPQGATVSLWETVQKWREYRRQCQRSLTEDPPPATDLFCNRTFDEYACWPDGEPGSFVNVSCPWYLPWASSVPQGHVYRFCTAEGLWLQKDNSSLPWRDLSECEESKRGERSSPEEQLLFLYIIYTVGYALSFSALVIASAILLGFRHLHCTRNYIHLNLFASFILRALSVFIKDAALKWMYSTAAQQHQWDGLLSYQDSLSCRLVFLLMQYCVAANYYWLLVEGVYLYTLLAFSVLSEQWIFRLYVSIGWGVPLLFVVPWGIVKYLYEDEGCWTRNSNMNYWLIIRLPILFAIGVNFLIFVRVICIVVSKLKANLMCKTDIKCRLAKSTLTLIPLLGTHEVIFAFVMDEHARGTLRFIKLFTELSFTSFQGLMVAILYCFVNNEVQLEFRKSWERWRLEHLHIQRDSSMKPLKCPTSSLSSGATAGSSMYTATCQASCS
# PTHR1 agonist – qHTS for PTHR1 Agonists: Primary Screen. hit rate 0.075% among 410,000. HEK293 GP2 PTHR1 cells, GloSensor cAMP luminescence, 1 h. Potency, µM (highest dose often 115 µM), inactives show at the highest dose activation, actives largely listed as activators. Parathyroid hormone/parathyroid hormone-related peptide receptor (Homo sapiens), Q03431. AID 743266, 2014; also: nearly all actives have a fitted effect of over 55% in size; some results filed as inactive show a strong effect at the top dose; inactives centre near -15; many of its hits are not listed in these tables
#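 HEK-293-derived GP2 cells expressing PTHR1 and a GloSensor cAMP reporter, 3,000/well, plated overnight, given luciferin plus IBMX (each 0.5 mM as added) for 1 h at 37 °C, then compound for 1 h at 37 °C. Luminescence was read after 15 min at room temperature.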
# TDP-43 yeast inh – qHTS of TDP-43 Inhibitors; Potency, µM (highest dose often 46.1 µM), for inactives: at the highest dose growth rescue (activation), hits mostly activators; hit rate 1.8% among 410,000; TDP-43 expressing yeast growth rescue, BacTiter-Glo, 24 h; AID 652104, 2013; also: % of control where 0% means no effect; nearly all actives have a fitted effect of over 50% in size
#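 Readout is BacTiter-Glo luminescence of cell growth, so inhibitors register as activators. TDP-43-expressing yeast at OD600=0.02 in galactose medium, after raffinose pregrowth to mid-log, were incubated with compound for 24 hr at 30 deg C.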
# aSyn rescue – qHTS of alpha-syn Inhibitors; Potency, µM (series often up to 46.1 µM), for inactives: top-dose growth rescue (activation), most hits filed as activators; Yeast expressing alpha-synuclein, growth rescue, BacTiter-Glo, 24 h; hit rate 0.14% among 370,000; AID 652106, 2013; also: % of control where 0% means no effect; nearly all actives have a fitted effect of over 65% in size
#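 Rescue of yeast growth: cells expressing toxic alpha-synuclein, induced in galactose at OD600 0.02, incubated with compound 24 h at 30 C. ATP luminescence quantified growth; inhibitors of toxicity appear as activators.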
# FUS yeast rescue – qHTS for Suppressors of FUS Proteinopathy: Primary screen using FUS-linked yeast assay; S. cerevisiae FUS-expressing, growth rescue, OD600, 24 h; Potency, µM (titrated, usually from 76.6 µM), for inactives: at the top dose growth rescue (activation), actives largely listed as activators; AID 1347120, 2019; hit rate 0.24% among 390,000;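 also: plate controls were DMSO vehicle for no effect and reference control for full effect; nearly all actives have a fitted effect of over 55% in size; some results filed as inactive show a strong effect at the top dose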
#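 Cultures pregrown in 2.5% raffinose medium are shifted to minimal medium containing 2% galactose to express toxic FUS. Compounds are tested at several concentrations. After 24hr at 30C, growth is quantified at 600 nm absorbance.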
# Numbers without * were called inactive; ? = inconclusive; · = not tested or not shown; & = joins results of further samples; [ ] = remark or other dose. Calls follow the shape of the dose curve; as a rule, active = well fitted curve in the direction sought with a large enough effect; inconclusive = small, poorly fitted or top-dose-only effect, or another doubt; inactive = no such curve, though single readings can be large; an effect the other way counts as inactive or inconclusive. Potency is read from the fitted curve at half-maximal effect.
item	canonical_smiles	GLP-1R agonist	PTHR1 agonist	TDP-43 yeast inh	aSyn rescue	FUS yeast rescue
1	NC(CP(=O)(O)O)C(=O)O (stereo unspecified)	·	·	·	-3%	·
2	COc1ccc(Cl)cc1C(=O)Nc1ccc([N+](=O)[O-])cc1Cl	·	·	·	?	·
3	C[C@]12Cc3cn4c(nc3C=C1CCC1C2CC[C@@]2(C)[C@H]1CC[C@@]2(O)C#N)nc1ccccc14 (stereo partly specified)	·	·	·	19%	·
4	O=[N+]([O-])c1ccc(O[C@@H]2O[C@H](CO)[C@@H](O)[C@H](O)[C@H]2F)c([N+](=O)[O-])c1	·	·	·	-22%	·
5	ClCCN(CCCl)c1ccc(/C=C/c2ccnc3ccccc23)cc1	·	·	·	-41%[inhibitor]	·
6	C/C=C(/C)C(=O)O[C@H]1C(C)=C2[C@H]([C@@H]1OC(=O)CCCCCCC)[C@@](C)(OC(C)=O)C[C@H](OC(=O)CCC)[C@@]1(O)[C@H]2OC(=O)[C@@]1(C)O	·	·	·	3%	·
7	O=C(O)c1cc[c]([Sb](=[O])([OH])[OH])cc1[N+](=O)[O-]	·	·	·	8%	·
8	CC(=O)Cc1c[nH]c2ccccc12	·	·	·	3%	·
9	NC(=O)CI	·	·	·	1%	·
10	Clc1ccc(N2CC3CCC(C2)N3)nn1	·	·	·	2%	·
11	C[C@@H]1[C@@H]2Cc3ccc(O)cc3[C@@]1(C)CCN2CC1CC1	·	·	·	0%	·
12	CCCN(CCC)CCc1ccc(O)c(O)c1	·	·	·	0%	·

# Next structures.
item	canonical_smiles	GLP-1R agonist	PTHR1 agonist	TDP-43 yeast inh	aSyn rescue	FUS yeast rescue
13	ClCCN(CCCl)c1ccc(C=Nc2ccncc2)cc1	·	·	·	3%	·
14	C=CCN1CCC23c4c5ccc(O)c4O[C@H]2C(=O)CC[C@@]3(O)C1C5 (stereo partly specified)	-3%	·	·	-7%	·
15	C=CCN1CC[C@]23CCCCC2[C@H]1Cc1ccc(O)cc13 (stereo partly specified)	14%	·	·	5%	·
16	O=C(CN1C(=O)CN=C(c2ccccc2)c2cc(Cl)ccc21)NC1CCCCC1	·	·	·	·	19%
17	N#CCC[C@H]1CC[C@]2(CCCN(Cc3ccccn3)C2)O1	·	·	·	·	-11%
18	CCCCN1CCN(C(=O)COc2cc(=O)n(C)c3ccccc23)CC1	·	·	·	·	-2%
19	Cc1ccccc1CCC[C@H](CC1CCCCC1)CN(C)C(=O)Oc1ccccc1	·	·	·	·	-6%
20	CCOC(=O)CC[C@@H]1CC[C@]2(CCCN(Cc3cccnc3)C2)O1	·	·	·	·	-6%
21	CC(c1ccccc1)n1cc(C(=O)NC2CCCC2)nn1 (stereo unspecified)	·	·	·	·	0%
22	O=c1[nH]cc(N(CCCl)CCCl)c(=O)[nH]1	-1%	·	·	·	14%
23	NC(Cc1ccc(N(CCCl)CCCl)cc1)C(=O)O (stereo unspecified)	·	·	·	3%&2%	15%
24	O=C1NC(=O)C(=Cc2ccc(Cl)cc2)C(=O)N1	·	-28%	22%	·	-2%

# 16 successive compounds out of the list so far:
item	canonical_smiles	GLP-1R agonist	PTHR1 agonist	TDP-43 yeast inh	aSyn rescue	FUS yeast rescue
6	C/C=C(/C)C(=O)O[C@H]1C(C)=C2[C@H]([C@@H]1OC(=O)CCCCCCC)[C@@](C)(OC(C)=O)C[C@H](OC(=O)CCC)[C@@]1(O)[C@H]2OC(=O)[C@@]1(C)O	·	·	·	3%	·
7	O=C(O)c1cc[c]([Sb](=[O])([OH])[OH])cc1[N+](=O)[O-]	·	·	·	8%	·
8	CC(=O)Cc1c[nH]c2ccccc12	·	·	·	3%	·
9	NC(=O)CI	·	·	·	1%	·
10	Clc1ccc(N2CC3CCC(C2)N3)nn1	·	·	·	2%	·
11	C[C@@H]1[C@@H]2Cc3ccc(O)cc3[C@@]1(C)CCN2CC1CC1	·	·	·	0%	·
12	CCCN(CCC)CCc1ccc(O)c(O)c1	·	·	·	0%	·
13	ClCCN(CCCl)c1ccc(C=Nc2ccncc2)cc1	·	·	·	3%	·
14	C=CCN1CCC23c4c5ccc(O)c4O[C@H]2C(=O)CC[C@@]3(O)C1C5 (stereo partly specified)	-3%	·	·	-7%	·
15	C=CCN1CC[C@]23CCCCC2[C@H]1Cc1ccc(O)cc13 (stereo partly specified)	14%	·	·	5%	·
16	O=C(CN1C(=O)CN=C(c2ccccc2)c2cc(Cl)ccc21)NC1CCCCC1	·	·	·	·	19%
17	N#CCC[C@H]1CC[C@]2(CCCN(Cc3ccccn3)C2)O1	·	·	·	·	-11%
18	CCCCN1CCN(C(=O)COc2cc(=O)n(C)c3ccccc23)CC1	·	·	·	·	-2%
19	Cc1ccccc1CCC[C@H](CC1CCCCC1)CN(C)C(=O)Oc1ccccc1	·	·	·	·	-6%
20	CCOC(=O)CC[C@@H]1CC[C@]2(CCCN(Cc3cccnc3)C2)O1	·	·	·	·	-6%
21	CC(c1ccccc1)n1cc(C(=O)NC2CCCC2)nn1 (stereo unspecified)	·	·	·	·	0%

# This is a subset, so the mix of outcomes need not match the whole.
